All columns: NCI-60 one-dose screen, growth in % after 48 h at 10 µM unless noted; 100 = growth as untreated, 0 = no growth, -100 = all killed.
MCF7: MCF7 breast cancer. AID 1794796. hit rate 6.3% among 82,000; active = growth percent below 10
* marks the source's active call; other numbers are inactive results; & = joins results of further samples; [ ] = remark or other dose. The list is partial; the hit share may differ from the screen's.

| SMILES | MCF7 |
| --- | --- |
| O=C1NC(=O)C(CCC(=O)c2cccc3ccccc23)C(=O)N1 | 52&91[100 µM] |
| NC(=O)CN1C(=O)CN=C(c2cccc(O)c2)c2ccccc21 | 92[30 µM] |
| O=C(O)CCC1N=C(c2cccc(O)c2)c2ccccc2NC1=O (stereo not drawn) | 83[30 µM] |
| CC1CCC2(NC1)OC1CC3C4CCC5CC(OC6OC(CO)C(OC7OC(CO)C(O)C(OC8OCC(O)C(O)C8O)C7OC7OC(CO)C(O)C(O)C7O)C(O)C6O)CCC5(C)C4CCC3(C)C1C2C (stereo not drawn) | -100*[100 µM] |
| O=C(O)CC1N=C(c2ccc(O)cc2)c2cc(Cl)ccc2N(CC2CC2)C1=O (stereo not drawn) | 93[30 µM] |
| CCOC(=O)C1C(c2ccccc2)C2(C#N)C(=N)OC1(C)C2(C#N)C#N (stereo not drawn) | -82*[100 µM] |
| CCCCN1C(=O)C(CC(=O)O)N=C(c2cccc(O)c2)c2ccccc21 (stereo not drawn) | 86[30 µM] |
| C=C1C(=O)OC2CCN3CC=C(COC(=O)C(C)(O)C4(CO4)C1C)C23 (stereo not drawn) | 73&86[100 µM] |
| CCN1CC2(COC)C(O)CC(OC)C34C5CC6(O)C(OC)C=C(C5C6OC(=O)c5ccc(OC)c(OC)c5)C(C(OC)C23)C14 (stereo not drawn) | 83&84[7.5 µM] |
| C/C=C1/CN2CCC34c5ccccc5N(C)C23C2CC1C4(C(=O)OC)C(OC(C)=O)O2 (stereo not drawn) | 63&88[100 µM] |
| NC(=O)CN1C(=O)CN=C(c2cccc(O)c2)c2ccc(Cl)cc21 | 89[30 µM] |

Already shown: four of the compounds above.
| SMILES | MCF7 |
| --- | --- |
| C=C1C(=O)OC2CCN3CC=C(COC(=O)C(C)(O)C4(CO4)C1C)C23 (stereo not drawn) | 73&86[100 µM] |
| CCN1CC2(COC)C(O)CC(OC)C34C5CC6(O)C(OC)C=C(C5C6OC(=O)c5ccc(OC)c(OC)c5)C(C(OC)C23)C14 (stereo not drawn) | 83&84[7.5 µM] |
| C/C=C1/CN2CCC34c5ccccc5N(C)C23C2CC1C4(C(=O)OC)C(OC(C)=O)O2 (stereo not drawn) | 63&88[100 µM] |
| NC(=O)CN1C(=O)CN=C(c2cccc(O)c2)c2ccc(Cl)cc21 | 89[30 µM] |
